Screening data from PubChem BioAssay.
Peg3 prom inh – Peg3 promoter-driven luciferase inhibitors, primary screen, cell-based, HeLa, luciferase luminescence; HeLa PEG-Prom luciferase reporter, overnight; inhibition, % at 20 µM; 360,000 compounds, 1.7% hits; AID 588405, 2011;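 active = inhibition of at least 50% at 20 µM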
HIF-2a block – HIF-2a reporter inhibitors, primary screen, luminescence, 786-0 RCC cells | AID 624352, 2012 | 786-0 RCC cells HIF-2a reporter, luciferase luminescence, overnight | 360,000 compounds, 0.72% hits | inhibition, % at 18.8 µM;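 active = inhibition of the luminescence signal of 40% or more relative to plate controls, in a single-dose primary screen at 18.75 µM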
CaV13 FRET inh – Primary screen for inhibitors of IQ motif and Ca2+-dependent inactivation inhibitor domain binding in CACNA1D, Förster resonance energy transfer in living cells, … | inhibition, % at 12.3 µM | AID 743397 | HEK cells, CFP/YFP FRET ICDI-IQ, plate reader, 10 min; percent FRET-ratio fall versus neutral wells | 340,000 compounds, 0.098% hits;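 active = mean replicate inhibition of at least 30% and at least 1% of replicates passing that level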;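 also: 0% = median of the neutral control wells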
iPSC survival up – enhancers of single-cell hiPSC survival, primary screen, ATPlite luminescence. survival enhancement, % at 20 µM. 100% = ROCK inhibitor wells, 0% = DMSO. 360,000 compounds, 0.044% hits; in the data active = survival enhancement above about 18%;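 also: cells exposed to compounds for 16 hours before the ATP read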
Granule exo inh – LAMP-1 surface exposure blockers, TALL-104 cells – cell-based, flow cytometry, MLPCN library, primary screen; TALL-104 LAMP-1 surface exposure; cells stimulated with thapsigargin and PMA; inhibition, % at 10 µM; 360,000 compounds, 0.66% hits;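 active = inhibition above about 55%, limit read from the data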
Vif inh – HIV Vif self-association inhibitors, primary screen, imaging, HEK293T, single point. HEK293T cells, Vif self-association by quenched fluorescence, 24 h. AID 602346, 2012. 340,000 compounds, 0.35% hits. inhibition, % at 7.49 µM; in the data active = inhibition above about 50%, passing the limit was not always enough; also: some results filed as inactive read as strong as hits
NR2E3 ag-1 – inhibitors of NR2E3-RetCOR corepressor binding, primary screen, NR2E3 agonist project, biochemical, TR-FRET, GST-NR2E3, biotin-RetCOR | Photoreceptor-specific nuclear receptor (Homo sapiens), Q9Y5X4 | 1536-well | inhibition of corepressor binding, % at 4.78 µM | 320,000 compounds, 0.12% hits | AID 2300, 2010;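 active = percent inhibition above the cutoff of mean plus 3 SD of all tested compounds, set per screening campaign, cut at about 20% in these data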;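 also: 0% = DMSO wells and 100% = biotin wells as full block of FRET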
Target sequence (Q9Y5X4 whole entry, looked up): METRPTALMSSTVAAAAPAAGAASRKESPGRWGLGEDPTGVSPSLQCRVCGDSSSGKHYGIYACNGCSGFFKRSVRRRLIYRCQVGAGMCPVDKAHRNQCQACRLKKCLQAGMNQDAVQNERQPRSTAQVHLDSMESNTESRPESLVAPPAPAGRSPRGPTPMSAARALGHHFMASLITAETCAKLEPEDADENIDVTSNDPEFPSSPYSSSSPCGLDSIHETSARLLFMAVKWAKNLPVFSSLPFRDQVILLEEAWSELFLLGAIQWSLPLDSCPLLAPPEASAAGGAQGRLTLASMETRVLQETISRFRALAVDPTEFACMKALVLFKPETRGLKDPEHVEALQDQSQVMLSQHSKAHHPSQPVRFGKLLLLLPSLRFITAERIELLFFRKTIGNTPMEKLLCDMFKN
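Assay system: NR2E3–RetCOR corepressor complex. Quantity: 1.35 nM GST-NR2E3. Buffer or medium: pH 7.5 Tris-based buffer. Reagent: biotinylated RetCOR corepressor at 7 nM final. Schedule: 5 h at 4 °C. Detection: TR-FRET, emission read at 617 and 671 nm. Replicates: one well per compound, singlicate testing.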
NR2E3 ag-2 – NR2E3 agonists in two-hybrid cells, primary screen, cell-based, luminescence, CHO-S, Gal4-NCOR/VP16-NR2E3. Photoreceptor-specific nuclear receptor (Homo sapiens), Q9Y5X4. luciferase. inhibition of corepressor binding, % at 3.98 µM. 360,000 compounds, 0.35% hits. AID 602229, 2012;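 active = inhibition above the mean of all tested compounds plus 3 SD, cut at about 70% in these data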;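 also: 0% = DMSO with NR2E3 transfected cells and 100% = cells lacking NR2E3 construct; higher means lower luciferase signal from less NR2E3 corepressor binding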
MITF TRPM1 inh – inhibitors of MITF-dependent TRPM1 promoter reporter, primary screen, cell-based, SK-MEL-5, single point, luciferase; SK-MEL-5 TRPM1 promoter luciferase, 24 h; inhibition, % at 12.5 µM; 330,000 compounds, 0.83% hits;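 active = mean inhibition across replicates of 60% or more, whatever share of single replicates reaches that level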; also: values of inactives mirror those of a sister screen read the other way
PDI turbidity – inhibitors of human PDI, primary screen, biochemical, turbidity, single point, plate reader. AID 588391, 2011. inhibition, % at 10 µM. PDI insulin aggregation turbidity, A650, 90 min. 350,000 compounds, 0.052% hits;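 active = mean inhibition across replicates of 30% or more, whatever share of single replicates reach that level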;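 also: absorbance from insulin aggregation driven by PDI reduction with DTT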
Target sequence (P07237 whole entry, looked up): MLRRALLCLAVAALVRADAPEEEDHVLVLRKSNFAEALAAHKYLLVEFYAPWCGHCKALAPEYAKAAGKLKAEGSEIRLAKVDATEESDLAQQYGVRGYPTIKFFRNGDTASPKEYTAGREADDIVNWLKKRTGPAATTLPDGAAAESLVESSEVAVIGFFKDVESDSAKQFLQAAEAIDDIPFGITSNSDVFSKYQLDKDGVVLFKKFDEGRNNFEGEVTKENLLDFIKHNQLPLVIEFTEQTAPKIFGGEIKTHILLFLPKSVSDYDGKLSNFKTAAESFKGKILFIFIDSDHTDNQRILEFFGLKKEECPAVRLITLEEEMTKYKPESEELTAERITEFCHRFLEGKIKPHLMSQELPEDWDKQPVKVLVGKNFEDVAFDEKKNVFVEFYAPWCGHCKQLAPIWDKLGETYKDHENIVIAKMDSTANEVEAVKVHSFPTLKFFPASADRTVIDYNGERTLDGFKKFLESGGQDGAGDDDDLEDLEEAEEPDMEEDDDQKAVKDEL
aDG glyco act – activators of alpha-DG glycosylation, primary screen, uHTS, Pro5-aDG cells, AlphaScreen; alpha-DG glycosylation AlphaScreen (IIH6); 0% Pro5, 100% B10-LARGE cell signal; activation, % at 10 µM; 360,000 compounds, 0.22% hits;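 active = activation of at least 8% versus controls, or a plate z-score of at least 8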;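 also: Pro5 are CHO cells carrying HIG-tagged alpha-DG that lacks glycosylation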
Numbers without * were called inactive; . = no result given.

SMILES	Peg3 prom inh	HIF-2a block	CaV13 FRET inh	iPSC survival up	Granule exo inh	Vif inh	NR2E3 ag-1	NR2E3 ag-2	MITF TRPM1 inh	PDI turbidity	aDG glyco act
O=C(Cn1nc(C(=O)O)c2ccccc2c1=O)Nc1cccc(S(=O)(=O)N2CCCC2)c1	6.3	14.6	-3.9	-0.1	-1.4	.	.	-13.8	3.2	1.4	-0.1
O=C(C1CCN(S(=O)(=O)c2ccccc2[N+](=O)[O-])CC1)N1CCOCC1	3.8	2.6	-4.3	-0.6	0.0	13.5	1.4	-22.8	11.5	9.4	-0.1
CCN(CC)CCC#CC1(O)c2ccccc2-c2ccccc21	9.6	15.8	-4.8	-0.4	-3.2	9.4	1.5	5.9	2.9	1.0	0.0
O=C(Oc1oc(-c2ccco2)nc1C=Nc1ccccc1)c1ccoc1	34.3	-4.8	-8.5	-1.3	-2.3	.	2.7	-20.1	19.1	-2.5	0.0
O=C(O)c1cc(-c2ccc(/C=C3\NC(=O)N(c4ccc(Cl)cc4)C3=O)o2)ccc1Cl	9.9	21.1	-6.1	-0.1	3.7	2.6	2.5	-33.9	-3.3	-8.1	0.5
Cc1oc2cc(Br)c(O)c(Br)c2c1-c1ccccc1	-210.9	-25.1	.	-0.5	-16.5	-3.9	-1.1	-85.5	-36.5	-24.6	0.0
FC(F)(F)c1ccnc(NCc2ccc(Cl)cc2)n1	-12.0	-9.2	-17.1	-0.1	-6.8	-11.1	2.1	-11.8	3.3	-0.8	-0.1
COc1ccccc1-c1cc(C(F)(F)F)nc(S(=O)(=O)CCCC(=O)O)n1	2.4	-1.2	-4.1	-1.0	1.7	-6.5	5.1	24.7	12.2	3.0	0.0
CCOc1cc(C(=O)Nc2nnc(CC)s2)ccc1OCC(=O)N1CCOCC1	14.3	13.5	-0.9	3.3	-2.4	1.5	3.6	2.3	3.8	-15.9	-0.3
NS(=O)(=O)OCC(Cc1ccccc1)N1C(=O)c2ccccc2C1=O (configuration not stated)	-2.2	6.7	-6.0	1.8	-12.0	11.6	2.5	0.7	3.5	2.1	0.1

Full records, looked up by structure:
O=C(O)c1cc(-c2ccc(/C=C3\NC(=O)N(c4ccc(Cl)cc4)C3=O)o2)ccc1Cl in the list: Peg3 prom inh: 9.9; HIF-2a block: 21.1; CaV13 FRET inh: -6.1; iPSC survival up: -0.1; Granule exo inh: 3.7; Vif inh: 2.6; NR2E3 ag-1: 2.5; NR2E3 ag-2: -33.9; MITF TRPM1 inh: -3.3; PDI turbidity: -8.1; aDG glyco act: 0.5
O=C(Oc1oc(-c2ccco2)nc1C=Nc1ccccc1)c1ccoc1 in the list: Peg3 prom inh: 34.3; HIF-2a block: -4.8; CaV13 FRET inh: -8.5; iPSC survival up: -1.3; Granule exo inh: -2.3; Vif inh: .; NR2E3 ag-1: 2.7; NR2E3 ag-2: -20.1; MITF TRPM1 inh: 19.1; PDI turbidity: -2.5; aDG glyco act: 0.0

Additional entries
SMILES	Peg3 prom inh	HIF-2a block	CaV13 FRET inh	iPSC survival up	Granule exo inh	Vif inh	NR2E3 ag-1	NR2E3 ag-2	MITF TRPM1 inh	PDI turbidity	aDG glyco act
O=c1cc(CSc2nnc(NC3CCCCC3)s2)nc2sccn12	11.5	11.3	6.6	1.4	2.3	14.1	4.7	-0.3	-12.3	1.6	0.0
CCc1ccc(NC(=O)CSc2nnc(CNC(=O)c3c(F)cccc3Cl)o2)cc1	-4.1	4.3	-2.0	-1.4	-0.5	-10.0	1.5	-15.6	5.6	-0.9	-0.1
O=C(COc1cccnc1[N+](=O)[O-])c1c[nH]c2ccccc12	-56.3	-123.3	-4.9	0.5	-5.7	1.4	1.6	-99.7	19.7	1.5	-0.1
Cc1ccc2nc(-c3ccc(NS(=O)(=O)c4ccc(F)cc4)cc3)sc2c1	-243.8	-241.3	-3.0	-1.1	1.1	-1.4	0.4	-165.7	-36.0	-4.5	-0.3
CCOC(=O)c1ccc(NC(=S)NC(=O)c2nn(CC)cc2Br)cc1	-9.6	10.4	-5.3	0.8	-2.4	6.3	-3.2	-2.4	6.1	4.0	-0.2
COc1ccc(Oc2nc(-c3ccccc3)ncc2S(=O)(=O)c2ccccc2)cc1	16.2	20.3	-0.5	-1.2	0.0	-0.4	-4.5	3.0	-8.2	-7.5	0.0
NS(=O)(=O)c1ccc(NC(=O)c2c(Cl)cccc2Cl)cc1	4.4	5.0	4.0	-0.1	2.1	19.5	1.6	-13.6	13.3	-0.3	0.0
Cc1ccc(C)c(NC(=O)CSc2nc3[nH]ncc3c(=O)[nH]2)c1	6.4	8.6	-2.9	0.5	-0.8	-2.6	-0.2	-18.8	3.8	9.4	-0.2
C/C(=C\C=C(C#N)C#N)c1cc(C#N)c(N)o1	-4.5	-2.7	-5.8	-1.5	-2.6	-1.3	.	-10.2	-5.5	-3.3	-0.1
CN1CCO/C1=C(\C(Cl)=C(Cl)Cl)[N+](=O)[O-]	17.1	4.2	-0.9	0.2	0.1	0.9	3.3	-19.3	10.7	2.6	-0.2
O=C(NCCSc1ccccc1)c1ccc(CN2CCOCC2)cc1	-223.9	-243.8	2.8	-0.7	-1.7	0.7	3.2	-128.2	-50.4	6.5	-0.1
COc1ccc(OCC(=O)Nc2nc3ccccc3[nH]2)cc1	-176.8	-213.7	-5.1	-1.5	-5.2	2.3	-3.3	-44.2	-53.4	-1.8	0.0
N#Cc1c(SCC(=O)Nc2nncs2)sc2c(O)cc(=O)[nH]c12	14.1	13.6	-7.2	-0.3	5.3	-3.9	4.7	-14.3	7.8	4.1	0.0
O=C(COc1ccccc1)N(Cc1cccs1)C1CCS(=O)(=O)C1 (configuration not stated)	11.8	20.6	-1.6	0.0	2.2	14.1	3.7	-4.5	10.9	7.2	0.1
CC(C(=O)NCc1cccnc1)c1ccc([N+](=O)[O-])cc1 (configuration not stated)	22.9	23.9	-4.1	-0.6	-5.9	-4.4	0.2	-4.2	5.5	0.7	0.0
Cc1cc(NC(=O)CSc2nc3ccccc3n2CC(=O)N2CC(C)CC(C)C2)no1 (configuration not stated)	13.1	4.1	-8.0	-3.8	0.1	-6.2	2.6	5.3	3.7	0.1	0.1
COC(=O)Cc1c(OC)ccn(CCc2c[nH]c3ccccc23)c1=O	-225.5	-216.0	3.7	-0.9	0.9	6.0	-3.3	-112.7	-58.7	4.9	0.1
COc1ccccc1C(=O)NCC(=O)OCC(=O)c1ccc2c(c1)-c1ccccc1C2	-40.5	-15.1	-5.4	0.5	-2.1	-10.1	-0.8	1.8	-16.4	-3.5	0.3
O=C(NCCc1nnc2ccccn12)c1cccs1	-119.7	-117.9	-15.0	0.5	-0.3	-1.0	-0.8	-17.0	-24.1	0.3	0.1
Cc1ccc(C2Nc3ccc4ccccc4c3C3=C2C(=O)CC(C)(C)C3)o1 (configuration not stated)	-100.6	-261.2	-6.9	2.2	-0.7	1.4	-1.8	-67.1	-11.1	3.8	0.8
O/N=C(/c1ccc(F)cc1)C1CC1c1c(F)cccc1Cl (configuration not stated)	15.5	-2.1	-4.8	-0.6	-15.6	-3.4	0.2	-56.5	-4.3	-3.5	-0.1
CC(=O)Nc1ccc(C(=O)Nc2ccc(S(=O)(=O)N3CCCCC3)cc2)cc1	21.7	18.2	-4.6	2.3	4.5	-10.6	5.5	-14.4	9.0	6.2	-0.1
CC(/C=N/n1c(-c2ccncc2)n[nH]c1=S)=C\c1ccco1	4.7	15.1	1.5	0.2	-2.2	-12.3	0.1	-31.5	-23.5	-1.6	0.0
Cc1cc(C)c(C)c(S(=O)(=O)Nc2ccc(OCC(=O)O)cc2)c1C	-2.9	2.4	-2.5	-0.1	-7.9	-1.8	2.4	5.9	6.6	.	0.0
Fc1cccc(Cl)c1Cn1nnc2c(-n3ccnc3)ncnc21	6.6	19.7	.	-1.4	1.4	0.4	3.3	0.4	10.7	14.1	0.1
Cn1c(=O)cc(SCC(=O)N2CCN(c3ccccn3)CC2)c2ccccc21	1.1	4.5	-3.7	5.1	-2.9	3.1	-2.6	-22.8	5.8	-6.9	0.0
O=C1CN(C(=O)COC(=O)c2ccccc2NCc2ccco2)c2ccccc2N1	15.7	10.6	-2.1	3.5	3.2	-2.3	-0.1	-3.3	5.2	-3.9	0.0
CCN(CC)CCC#CC(O)(c1ccccc1)C1CCCCC1 (configuration not stated)	-2.1	19.9	-6.5	-2.5	0.5	-3.0	0.6	4.1	-6.4	0.5	0.2
Cn1cc(S(=O)(=O)NCc2ccco2)c(=O)n(C)c1=O	14.8	2.4	-5.7	-1.7	6.5	.	-3.0	-20.6	.	.	0.9
CC(NC(=O)c1cc(S(=O)(=O)N(C)C)ccc1Cl)C1CC2CCC1C2 (configuration not stated)	2.7	7.0	-4.7	-0.2	13.5	-2.8	6.7	16.2	5.0	5.1	0.0
O=S(=O)(c1ccc(-c2n[nH]c(=S)o2)cc1)N1CCCC1	21.4	7.6	-4.2	0.8	-5.1	11.9	5.1	-42.1	-0.5	3.0	0.0
CCOC(=O)C1(CC)NC(c2ccc(N(C)C)cc2)C2C(=O)N(C)C(=O)C21 (configuration not stated)	5.4	6.8	-5.5	-1.0	-0.9	3.3	3.8	-13.8	0.8	-6.1	-0.1
O=C(OCc1ccccc1)c1c(-c2ccccc2)oc2c1C(OCCO)CCC2 (configuration not stated)	.	4.7	-9.3	-1.1	-6.4	.	.	-4.9	.	.	-0.1
O=C(Cc1ccc(-n2c(=O)c3sccc3n(CC(=O)Nc3ccccc3F)c2=O)cc1)NCc1ccco1	12.5	4.7	-14.2	0.2	-4.6	-4.6	1.3	-7.9	-13.8	-4.1	-0.1
CC(C)c1nc(CNC(=O)C2CCC(=O)N(CCc3ccc(Cl)cc3)C2)no1 (configuration not stated)	-20.2	8.7	-8.8	-0.5	-14.5	1.6	0.0	-5.7	-3.5	-44.0	0.2
CC(C)C(=O)NC(NC1CCS(=O)(=O)C1)C(Cl)(Cl)Cl (configuration not stated)	6.8	7.1	-0.3	0.1	-0.6	-5.2	-1.4	-1.1	28.4	-0.9	-0.2
O=S1(=O)N=C(N2CCCc3ccccc32)c2ccccc21	0.0	4.6	-5.3	-2.3	-8.4	0.6	0.1	-5.8	4.3	-1.7	-0.1
O=C(NC1CC1)c1sccc1-n1cccc1	6.5	16.0	-4.5	-0.9	-2.9	9.7	4.6	-16.3	4.3	-0.5	-0.3
Cc1ccccc1C(=O)NC(=S)Nc1ccc(S(=O)(=O)N2CCOCC2)cc1	12.8	18.4	9.4	-1.0	0.2	16.9	-4.0	34.4	7.9	2.6	0.0
COCCn1c(SCC#N)nnc1-c1ccc(OC)cc1	14.1	4.2	.	-2.0	5.2	-7.5	-2.5	-9.9	10.3	-26.7	4.7*
